# Bioassay records: PubChem BioAssay, several laboratories
# IL1B NFkB inh – blocks IL-1B driven NFkB nuclear translocation in HUVEC cells; HUVEC IL-1B NFkB p65 nuclear translocation imaging; inhibition, % at 2 µM; actives 0.43% (n = 94,000); AID 796;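 active means inhibition above about 30% together with a positive call from visual inspection of the well image, limit read from the data; inconclusive means inhibition above a set limit but visual check negative; inactive means inhibition not above a set limit, visual check negative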;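 further: nuclear over cytoplasmic p65 intensity ratio measured by imaging; 0% = IL-1B stimulated DMSO wells and 100% = unstimulated DMSO wells; values of inactives mirror those of a sister screen read the other way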
# MRP resist rev – compounds reversing MRP-mediated drug resistance | H69AR cells + 2 uM doxorubicin, CellTiter-Glo, 72 h | differential viability (reversal), % at 10 µM | actives 0.04% (n = 85,000) | AID 602;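 active means viability drop by adding the cancer drug above about 55%, with treated viability meeting a 40% cutoff, limit read from the data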;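 further: viability without doxorubicin minus viability with 2 µM doxorubicin for each compound; larger differential means the compound sensitizes cells more to doxorubicin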
# PLAP inhibition – inhibition of human placental alkaline phosphatase – biochemical, luminescence, HTS (AID 690). purified PLAP, luminescent substrate; higher % means a stronger effect. inhibition, % at 20 µM, or IC50 in µM where a hit was titrated. actives 0.08% (n = 96,000); in the data active means a potency from the dose series; inactive means the rest, 99 in 100 with inhibition below about 30%; further: strong numbers were not always called active
# Bcl-B displacement – displacers of TR3 peptide from Bcl-B, primary screen, selectivity assay for Bfl-1 inhibitor project, biochemical, fluorescence polarization | FP displacement of FITC-TR3 peptide from Bcl-B; higher % means a stronger effect | displacement, % at 20 µM, or IC50 in µM where a hit was titrated | actives 0.11% (n = 96,000) | AID 748;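 active means displacement above 50% at 20 µM plus a fluorescence interference ratio under 1.5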;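 further: plate controls were wells without compound for no effect and wells lacking Bcl-B protein for full effect; a part of the inactive calls stands beside numbers as strong as those of hits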
# NFkB transloc pot – enhances IL-1B driven NFkB nuclear translocation | AID 819 | activation, % at 2 µM | HUVEC IL-1B NFkB p65 nuclear translocation imaging | actives 0.3% (n = 94,000);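 active means activation above 40%, about the mean plus 3 SD, also judged a hit on visual image review; inconclusive means activation above 40% but not a hit on visual review; inactive means activation not above 40% and no visual hit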;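 further: percent activation is computed from the nuclear over cytoplasmic p65 intensity ratio; values of inactives mirror those of a sister screen read the other way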
# MRP resist rev cytotoxicity – second read-out of MRP resist rev, no call of its own (marks repeat the call); viability, %; H69AR cells, CellTiter-Glo, 72 h; measured here: cytotoxicity without doxorubicin
# MRP resist rev with doxorubicin – also measured in MRP resist rev; calls as there; viability, %; measured here: viability with 2 uM doxorubicin; active compounds read low
# IL1B NFkB inh cell count 2 µM – also measured in IL1B NFkB inh; calls as there; cell count; measured here: cells passing quality filter;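 raw number of nuclei counted in each imaged well without normalization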
# NFkB transloc pot cell count 2 µM – also measured in NFkB transloc pot; calls as there; cell count; measured here: cells passing quality filter
# The depositor's hits bear a star; ? = inconclusive; · = no result given. Only part of the results is shown; rates above refer to the full screens.
SMILES,IL1B NFkB inh,IL1B NFkB inh cell count 2 µM,MRP resist rev,MRP resist rev cytotoxicity,MRP resist rev with doxorubicin,PLAP inhibition,Bcl-B displacement,NFkB transloc pot,NFkB transloc pot cell count 2 µM
CC1(C)CC(=O)C2=C(C1)OC(=O)C2(NC(=O)c1cccs1)C(F)(F)F (configuration not stated),3,151,4,97,93,-15%,8%,-3,151
Cc1ccc(N2C(=S)N=C(Nc3ccccc3C)C23CCOC(C)(C)C3)cc1 (configuration not stated),4,158,5,90,85,18%,-7%,-4,158
CCc1ccccc1NC(=O)c1nnn(CC(=O)Nc2cccc(C)c2C)c1N,-9,172,1,88,87,4%,-8%,9,172
Cc1cc(NC(=O)COC(=O)c2cccc(S(=O)(=O)N3CCOCC3)c2)no1,4,93,5,103,98,-7%,-6%,-4,93
COc1cc(NC(=O)CSc2ncnc3c2cnn3Cc2ccccc2)cc(OC)c1,2,140,11,90,78,17%,5%,-1,140
CCCc1nc(N)c(C#N)c(-c2cccnc2)c1CC,-21,178,-5,68,74,2%,-1%,21,178
Nc1nc(-c2ccc3c(c2)NC(=O)CO3)cs1,6,195,·,·,·,32%,0%,-6,195
Cn1c(=O)c(NC(=O)c2ccccc2)c2n(c1=S)CCCCC2,-18,157,7,96,89,0%,0%,18,157
CCc1nnc2sc(-c3ccc(NC(=O)CSc4ccc(Cl)cc4)cc3)nn12,-29,130,-3,82,85,·,·,29,130
COc1ccc(NC(=O)CN(C)S(=O)(=O)c2ccc(Cl)cc2)cc1Cl,-9,148,0,76,76,2%,-7%,9,148
COc1ccc(NC(=O)CN(C)S(=O)(=O)c2ccc3c(c2)OCCO3)c2ncccc12,1,115,1,88,87,-51%,4%,-1,115
Cc1ccc(-c2csc(NC(=O)c3ccc(-c4ccccc4)cc3)n2)o1,-16,170,1,66,65,-4%,1%,16,170
CCc1ccc(C(=O)CSc2ncn[nH]2)cc1,-7,172,-12,103,115,-137%,-19%,7,172
Cc1ccc(OCC(=O)Nc2cccc3c2CCCC3)cc1C,-13,148,·,·,·,·,·,13,148
Cc1ccc(-c2nc(-c3cccnc3)no2)cc1,2,119,16,110,94,-2%,-4%,-2,119
CCn1c(C)nc2cc(S(=O)(=O)N3CCCC3)ccc21,·,·,15,96,81,7%,2%,·,·
COc1cccc(S(=O)(=O)N2CCOCC2)c1,-30,156,1,93,92,0%,-17%,29,156
Cn1cc(CC(=O)N2CCN(c3ccccc3F)CC2)c2ccccc21,-3,167,-1,86,87,-56%,9%,3,167
O=C(CSc1ccc(Cl)cc1)N1CCN(c2c(Cl)cccc2[N+](=O)[O-])CC1,-7,160,·,·,·,12%,-15%,7,160
Cc1nc(NC(=O)c2ccc(Cl)cc2)sc1-c1csc(Nc2cccc(F)c2)n1,-11,166,·,·,·,6%,-7%,11,166
Cc1ccc(NC(=O)C2CCCN(S(=O)(=O)c3c(C)noc3C)C2)nc1 (configuration not stated),4,200,·,·,·,6%,-20%,-4,200
COc1ccc(C2(C(=O)NCCCN(C)C)CCOCC2)cc1,-12,58,·,·,·,4%,0%,11,58
COc1cccc(NC(=O)CC2SC(=Nc3ccccc3)NC2=O)c1 (configuration not stated),22,62,0,90,90,-54%,-3%,-22,62
CCSc1cc(C2C(C(=O)OC)=C(C)NC3=C2C(=O)CCC3)c(C)o1 (configuration not stated),-7,153,·,·,·,-12%,10%,7,153
O=C(NC1CCCCC1)C(c1ccc2ncccc2c1)N(Cc1ccc2c(c1)OCO2)C(=O)c1cccs1 (configuration not stated),-3,126,·,·,·,-32%,-6%,3,126
COC(=O)c1ccccc1NS(=O)(=O)c1ccc(F)cc1,6,124,7,91,83,·,·,-6,124
COc1ccc(Br)cc1CNC(=O)CCc1nc(-c2ccccc2F)no1,-35,156,19,98,79,-3%,-7%,35,156
Cc1ccccc1NC(=O)c1c(O)c2cccc3c2n(c1=O)CCC3,·,·,-3,31,34,5%,-5%,·,·
COc1cc(C)c(Cl)cc1S(=O)(=O)n1ccnc1C,-5,154,10,98,88,-9%,10%,5,154
Cc1ccc(OCCCOc2cccc3cccnc23)cc1C,1,126,·,·,·,-5%,-5%,-1,126
COc1ccc(NC(=O)CC(C)(C)C)c([N+](=O)[O-])c1,11,133,·,·,·,6%,-1%,-11,133
CCOCCCN1CC(C(=O)NCCc2ccccc2)CC1=O (configuration not stated),3,73,4,107,103,-8%,8%,-3,73
CNC(=O)CSc1nc2nc(C)cc(C)n2n1,-7,136,6,105,99,4%,3%,7,136
CCc1nnc(NC(=O)CN2C(=O)c3ccccc3S2(=O)=O)s1,8,69,9,105,95,-34%,-7%,-8,69
O=C1CC(Sc2nnc(-c3ccccc3)o2)C(=O)N1c1ccccc1 (configuration not stated),-9,142,1,2,1,0%,6%,9,142
CCCn1c(C)cc(C(=O)COC(=O)c2ccc(Cl)c(S(=O)(=O)N3CCCC3)c2)c1C,·,·,5,76,71,-49%,-17%,·,·
Cc1nn(Cc2ccccc2)c(C)c1NC(=O)CCC(=O)O,-21,168,10,111,101,4%,-13%,21,168
O=C(Cc1ncc(C(F)(F)F)cc1Cl)N1CCN(c2cccc(Cl)c2)CC1,4,134,·,·,·,-40%,-4%,-4,134
COC(=O)c1cn(C)c2ccc(S(=O)(=O)N3CCCCC3)cc2c1=O,7,140,13,97,84,·,-4%,-7,140
CC(C)N1C2OC(C3OC4C(O3)N(C(C)C)S(=O)(=O)N4C(C)C)OC2N(C(C)C)S1(=O)=O (configuration not stated),-6,200,22,110,88,-14%,3%,5,200
COCC(C)n1c(C)cc(C(=O)CSc2nnc(N)s2)c1C (configuration not stated),0,189,5,100,95,-24%,48%,0,189
Cc1cc(C)c(CSc2ncc(-c3ccc([N+](=O)[O-])cc3)[nH]2)c(C)c1,1,92,·,·,·,9%,-38%,-1,92
COc1ccc2cc(CN(CCCN3CCOCC3)Cc3nnnn3C3CCCCC3)c(=O)[nH]c2c1,0,108,10,91,81,-89%,14%,1,108
O=S(=O)(NCC(c1cccnc1)N1CCN(c2ccccc2F)CC1)c1cccs1 (configuration not stated),-11,177,6,82,76,-52%,1%,11,177
O=C(CSc1nnnn1C1CCCC1)N1CCN(C(=O)c2ccco2)CC1,-32,111,17,101,84,4%,0%,32,111
Cc1ccc(-c2nnc(N(C)C(=O)c3cccnc3)s2)cc1,8,163,-1,88,89,-26%,-1%,-7,163
C=CCn1c(=O)/c(=C/c2cc(OC)c(OC)c(OC)c2)s/c1=C(/C#N)c1nc2ccccc2n1C,·,·,-4,10,14,-42%,62%,·,·
O=C1c2ccccc2S(=O)(=O)N1CC1CC(c2ccccc2)=NO1 (configuration not stated),-31,107,-4,99,103,6%,-6%,31,107
CC(C)CCNC(=O)CN(C(=O)Cn1nnc(-c2ccccc2F)n1)c1cccc2c1CCCC2,3,151,·,·,·,-159%,4%,-3,151
CCCOC(=O)Nc1ccc(S(=O)(=O)Nn2cnnc2)cc1,-14,135,-28,62,90,14%,-10%,14,135
COC(=O)C1=C(CSc2nncn2C)NC(=O)NC1c1ccc(F)cc1 (configuration not stated),13,161,12,96,85,18%,-2%,-13,161
COc1ccc(-c2c(C)n([O-])c3c([n+]2=O)CCCC3)c(OC)c1,-2,125,-11,81,92,6%,5%,2,125
COc1ccc2nc(C)c3c(c2c1)OC(C)C3 (configuration not stated),5,179,3,89,86,-20%,-4%,-5,179
Cc1ccccc1Nc1cc(=O)oc2ccccc12,-18,168,·,·,·,15%,-5%,18,168
COC(=O)Cn1c(C)nc(=O)c(-c2ccccc2)c1C,·,·,-10,84,93,14%,-7%,·,·
O=C(NCc1ccccc1Cl)c1cnc2n(c1=O)CCS2,-6,175,6,86,81,0%,-1%,6,175
COc1ccc(N2CCN(C(c3cccs3)C(C)NC(=O)c3ccco3)CC2)cc1 (configuration not stated),-14,140,-13,79,92,·,·,13,140
CCN(CC)CCN1C(=O)C(=O)/C(=C(/O)c2cnn(-c3ccccc3)c2C)C1c1cccnc1 (configuration not stated),15,116,-1,95,96,-55%,-8%,-15,116
O=C(O)c1cc2ccccc2c(=O)s1,2,161,16,109,94,12%,-2%,-2,161
CCC(C)C(NC(=O)c1ccccc1NC(=O)c1ccco1)C(=O)O (configuration not stated),2,133,-18,71,89,-45%,2%,-2,133

# At a glance, some entries already given.
SMILES,IL1B NFkB inh,IL1B NFkB inh cell count 2 µM,MRP resist rev,MRP resist rev cytotoxicity,MRP resist rev with doxorubicin,PLAP inhibition,Bcl-B displacement,NFkB transloc pot,NFkB transloc pot cell count 2 µM
Cc1ccc(-c2nnc(N(C)C(=O)c3cccnc3)s2)cc1,8,163,-1,88,89,-26%,-1%,-7,163
C=CCn1c(=O)/c(=C/c2cc(OC)c(OC)c(OC)c2)s/c1=C(/C#N)c1nc2ccccc2n1C,·,·,-4,10,14,-42%,62%,·,·
O=C1c2ccccc2S(=O)(=O)N1CC1CC(c2ccccc2)=NO1 (configuration not stated),-31,107,-4,99,103,6%,-6%,31,107
CC(C)CCNC(=O)CN(C(=O)Cn1nnc(-c2ccccc2F)n1)c1cccc2c1CCCC2,3,151,·,·,·,-159%,4%,-3,151
CCCOC(=O)Nc1ccc(S(=O)(=O)Nn2cnnc2)cc1,-14,135,-28,62,90,14%,-10%,14,135
COC(=O)C1=C(CSc2nncn2C)NC(=O)NC1c1ccc(F)cc1 (configuration not stated),13,161,12,96,85,18%,-2%,-13,161

# Carrying on.
SMILES,IL1B NFkB inh,IL1B NFkB inh cell count 2 µM,MRP resist rev,MRP resist rev cytotoxicity,MRP resist rev with doxorubicin,PLAP inhibition,Bcl-B displacement,NFkB transloc pot,NFkB transloc pot cell count 2 µM
Cc1ccc(-c2nc3ncccn3c2NC(=O)C2CC2)cc1,-2,110,-3,87,89,9%,-5%,2,110
Cn1c(=O)[nH]c(=O)c2c1nc1n2CCN1Cc1ccccc1,6,213,·,·,·,-1%,-6%,-6,213
O=S(=O)(NCc1ccccc1)c1cnc[nH]1,-8,113,13,95,82,-8%,-3%,8,113
COCCOC(=O)C1=C(C)NC(=O)NC1c1cn(-c2ccccc2)nc1-c1cccs1 (configuration not stated),-8,194,1,80,78,-37%,-11%,8,194
Cc1cccc(N2CCN(C(=O)Cn3cccc3)CC2)c1C,?,·,8,99,92,-28%,34%,-47,188
Cc1ccc(SCCC(=O)NC(C)C)cc1,9,124,-7,98,105,·,·,-9,124
CCOC(=O)C1CCN(C=Nc2cc(C)on2)CC1,-5,104,9,97,88,-19%,-6%,5,104
O=C(CSc1nnc(-c2cccs2)n1-c1ccccc1)Nc1ccccc1,-52,132,-13,64,76,20%,-7%,?,·
Cc1cccc(C(=O)N2CCCN(C(=O)c3cccc(C)c3)CC2)c1,·,·,17,95,78,-39%,4%,·,·
Cc1cccc(OCc2nnc(SCC(=O)N3CCCC3)n2C)c1,-7,101,9,102,93,-40%,2%,7,101
CCc1ccc(C2(C)SC(NC(C)=O)=NN2C(C)=O)cc1 (configuration not stated),6,111,·,·,·,-10%,5%,-6,111
Clc1ccc(-c2nnc(SCc3nc4ccccc4[nH]3)o2)c(Cl)c1,8,80,11,83,73,·,·,-8,80
COc1ccc(-c2nnc(-c3ccc(Br)o3)o2)cc1OC,4,123,6,90,84,10µM*,17%,-4,123
O=C(CN1C(=O)c2cccc3cccc1c23)Nc1ccc(S(=O)(=O)Nc2nccs2)cc1,-28,202,9,92,83,-10%,-17%,28,202
Cc1ccc(N(CC(=O)Nc2ccccc2-c2ccccc2)S(=O)(=O)c2ccccc2)cc1,6,146,·,·,·,2%,-8%,-7,146
CCCCn1c(=NC(=O)c2cccnc2)c(C#N)cc2c(=O)n3cccc(C)c3nc21,-18,133,23,49,27,12%,1%,18,133
Cc1csc(NC(=O)CSc2nncn2C)n1,-6,157,-12,93,105,5%,0%,6,157
CC(C)C(NC(=O)CN1C(=O)c2ccccc2S1(=O)=O)C(C)C,13,161,-12,97,109,-2%,11%,-13,161
CCC(C)NC(=O)c1ccccc1NC(=O)c1ccccc1N(C)S(C)(=O)=O (configuration not stated),-11,116,8,108,101,·,·,11,116
